Screening results: PubChem, National Center for Advancing Translational Sciences (NCATS)
FLuc modulator = counter-screen for miR-21 project: firefly luciferase inhibitors or activators; P08659; purified FLuc, Km substrates, luminescence inhibition; Potency, µM (titrated, usually from 57.5 µM), for inactives: at the top dose activity change, negative = inhibition, actives largely listed as inhibitors; 360,000 compounds, 6.9% hits; AID 588342; active = well fitted inhibition curve with a large enough effect; inconclusive = small, poorly fitted or top-dose-only effect;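 also: plate controls were vehicle for no effect and reference inhibitor for full effect; nearly all actives have a fitted effect of over 55% in size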
Target sequence (P08659 whole entry, looked up): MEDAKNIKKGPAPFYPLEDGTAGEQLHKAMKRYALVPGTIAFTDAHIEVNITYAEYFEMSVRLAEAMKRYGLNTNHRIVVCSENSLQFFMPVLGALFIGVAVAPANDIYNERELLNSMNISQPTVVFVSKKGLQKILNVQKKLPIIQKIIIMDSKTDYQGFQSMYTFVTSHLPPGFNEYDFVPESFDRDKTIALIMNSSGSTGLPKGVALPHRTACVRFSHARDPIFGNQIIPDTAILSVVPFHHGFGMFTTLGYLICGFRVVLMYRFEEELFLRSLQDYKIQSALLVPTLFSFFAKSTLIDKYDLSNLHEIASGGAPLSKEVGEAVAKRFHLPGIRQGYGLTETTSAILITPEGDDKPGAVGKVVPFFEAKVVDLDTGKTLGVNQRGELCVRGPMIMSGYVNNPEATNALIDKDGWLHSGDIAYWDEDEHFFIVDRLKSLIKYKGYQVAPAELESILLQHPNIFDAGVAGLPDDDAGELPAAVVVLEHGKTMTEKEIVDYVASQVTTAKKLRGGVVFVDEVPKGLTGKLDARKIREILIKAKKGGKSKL
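Purified P. pyralis luciferase, 10 nM final, with Km-level 10 uM D-luciferin and 10 uM ATP in 50 mM Tris acetate pH 7.5, 10 mM Mg acetate, 0.01% Tween-20, 0.05% BSA; 6-point qHTS titration about 60 µM downward; luminescence read.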
The depositor's hits bear a star; ? = inconclusive. Potency is read from the fitted curve at half-maximal effect. This is a subset. The share of hits here may be higher or lower than overall.

SMILES	FLuc modulator
CC(=O)c1ccc(N2CCN(c3nc4c(S(=O)(=O)c5ccc(C)c(C)c5)nnn4c4ccc(Cl)cc34)CC2)cc1	-2.9%
Cc1ccc2c(=O)c(C(=O)c3cccc(Cl)c3)cn(CC(=O)NCc3ccccc3)c2n1	-1.2%
COc1cccc(CN2CCc3nc(SCC(=O)Nc4ccccc4)[nH]c(=O)c3C2)c1	2.4%
CCCCN(C)C(=O)c1ccc2c(c1)N(Cc1ccc(F)cc1)C(=O)c1ccccc1S2(=O)=O	-6.5%
CCc1cccc(C)c1NC(=O)c1cc2ccccc2o1	-5.3%
CC(=O)Nc1c(C)nn(-c2ccccc2)c1N1CCC(C(=O)Nc2cccc(C(F)(F)F)c2)CC1	0.4%
COc1ccccc1C(=O)Nc1nnc(SCc2cc(=O)n3ccc(C)cc3n2)s1	-13.5%
O=C(Nc1ccccc1)c1cccc2c(=O)c3c([nH]c12)CCCC3	2.3%
CCC(=O)N1c2ccccc2CC1C(=O)NCCc1ccc(OC)c(OC)c1 (centres undefined)	-4.9%
CCCCOc1ccc(C(=O)Nc2cccc(-c3nc4cccnc4s3)c2)cc1	0.6%
Cc1nn(CC(=O)N2CCN(c3cccc(Cl)c3)CC2)c(=O)c2c1sc1ccccc12	4.6%
CCOC(=O)c1scc(-c2ccc(C)cc2)c1S(=O)(=O)Nc1cc(C)ccc1C	-14.5%

The last 6 entries of the part above lead into the next.
SMILES	FLuc modulator
COc1ccccc1C(=O)Nc1nnc(SCc2cc(=O)n3ccc(C)cc3n2)s1	-13.5%
O=C(Nc1ccccc1)c1cccc2c(=O)c3c([nH]c12)CCCC3	2.3%
CCC(=O)N1c2ccccc2CC1C(=O)NCCc1ccc(OC)c(OC)c1 (centres undefined)	-4.9%
CCCCOc1ccc(C(=O)Nc2cccc(-c3nc4cccnc4s3)c2)cc1	0.6%
Cc1nn(CC(=O)N2CCN(c3cccc(Cl)c3)CC2)c(=O)c2c1sc1ccccc12	4.6%
CCOC(=O)c1scc(-c2ccc(C)cc2)c1S(=O)(=O)Nc1cc(C)ccc1C	-14.5%
COc1ccc(OC)c(CCNC(=O)c2cnn(-c3ccc(C)cc3C)c2C2CCN(C(=O)OC(C)(C)C)CC2)c1	3.6%
Cc1cc(Br)ccc1NC(=O)Cn1cnc2sc(C)c(S(=O)(=O)N3CCN(C)CC3)c2c1=O	0.2%
Cc1ccc(-c2onc(C)c2C)cc1S(=O)(=O)N1CCCCC1	-16.9%
COc1ccc(-c2nc3c(c(SC)n2)Cc2c(CO)cnc(C)c2O3)cc1	-3.1%
CCOC(=O)c1c(C)[nH]c(C)c1S(=O)(=O)N1CCCC(C(=O)N2CCN(c3ccc(Cl)cc3)CC2)C1 (centres undefined)	-5.1%
COc1ccc(S(=O)(=O)N(CC(=O)Nc2ccc(Br)cc2)Cc2ccccc2)cc1	-7.7%
O=C(O)c1ccc(-n2c(/C=C\c3ccc(O)cc3)nc3ccccc3c2=O)cc1	?
CCOC(=O)Cc1ccc(NC(=O)N2CCC(CN3CCC(C)CC3)CC2)cc1	-6.4%
COc1ccc(CNC(=O)c2cc3cccc4c3n2CC(C)S4)cc1 (centres undefined)	7.7%
O=S(=O)(c1ccccc1)c1nnn2c1nc(NCc1ccc(F)cc1)c1sccc12	2.8%
COc1ccc(CNC(=O)CCc2c(C)nn(-c3ccc(N4CCCC4)nn3)c2C)cc1	3.1%
CCOC(=O)c1ccc(CN(Cc2ccc(C)cc2)S(=O)(=O)c2ccc(NC(C)=O)cc2)cc1	-1.6%
O=C(NCc1ccc(Cl)cc1)c1cnc2sc(N3CCCC3)nn2c1=O	2.4%
CC(C)c1ccccc1NC(=O)CSc1nnc(COc2ccccc2)o1	2.5%
CCC(=O)C1=C(c2ccc(F)cc2)N(C(=O)CC)n2c(nnc2-c2ccc(OC)cc2)S1	0.4%
Cc1ccc(CSc2nc3c(c(=O)[nH]2)C(c2cccc(F)c2F)CC(=O)N3)cc1 (centres undefined)	-4.7%
COc1ccc(CNC(=O)C(C)n2nc(C)c3sc4ccccc4c3c2=O)cc1OC (centres undefined)	-1.6%
CCOC(=O)c1c(NC(=O)C(C)Oc2ccccc2F)sc(C(C)=O)c1C (centres undefined)	-0.9%
Cc1ccc(-c2onc(C)c2C)cc1S(=O)(=O)N1c2ccccc2CC1C (centres undefined)	-10.2%
CCOC(=O)c1cnc2ccccc2c1Nc1cccc(OC)c1	?
COc1ccc(N(C)C(=O)c2cn(C3CCCCC3)c(=O)c3c2c2ccccc2n3C)cc1	-1.0%
O=C(CCC1N=C2c3ccccc3N=C(SCc3cccc(F)c3)N2C1=O)NCc1cccs1 (centres undefined)	-0.2%
CCN(CC)CCNC(=O)c1sc2nc3n(c(=O)c2c1C)CCCCC3	-5.5%
COc1cc(NC(=O)Cn2c(=O)n(C(C)C)c(=O)c3oc4ccccc4c32)cc(OC)c1	-2.4%
COc1ccc(C)cc1NC(=O)C1CCCN(c2ncnc3onc(C)c23)C1 (centres undefined)	0.8%
Cc1ccn2c(=O)cc(COc3ccc(NC(=O)COc4ccccc4)cc3)nc2c1	-0.5%
Cc1c(C(=O)Nc2cccc(C(F)(F)F)c2)sc2nc[nH]c(=O)c12	-2.6%
CCOc1ccc(CCNC(=O)c2cc3n(n2)CCCN(Cc2ccc(C)cc2)C3=O)cc1OCC	-1.6%
COc1ccc(C(=O)Nc2cc(-c3nc4ncccc4o3)ccc2C)cc1Br	-12.3%
COCCN(CCOC)C(=O)c1cc2c(=O)n3ccccc3nc2n1C	-8.2%
Cc1ccc(-n2c(=O)[nH]c3cc(C(=O)NCCc4ccccc4)ccc3c2=O)cc1	1.7%
Nc1c(-c2nc(-c3ccccc3)cs2)c2ccccn2c1C(=O)c1ccc2c(c1)OCO2	-8.6%
Cc1ccc2oc(-c3cccc(NC(=O)c4ccc(N5CCC(C)CC5)c([N+](=O)[O-])c4)c3)nc2c1	-6.6%
C#CC(C)(CC)NC(=O)c1cnn2c(C(F)F)cc(-c3ccccc3OC)nc12 (centres undefined)	0.4%
O=c1c(S(=O)(=O)c2ccccc2)cn(Cc2ccc(F)cc2)c2cc(N3CCOCC3)c(F)cc12	-1.4%
CCCS(=O)(=O)c1nc(S(=O)(=O)c2ccc(C)cc2)c(NCc2ccccc2Cl)s1	-3.7%
CCCCS(=O)(=O)c1oc(-c2ccc(F)cc2)nc1S(=O)(=O)c1ccccc1	-9.1%
CN(C)CCNC(=O)C1CCN(c2ncnc3c2nc2n3CCCCC2)CC1	-4.0%
Cc1ccc(C(=O)N/C(=C\c2ccc(Cl)cc2)C(=O)NC2CCCCC2)cc1	-5.7%
CCOc1ccc(-n2c(=O)c3c(C)c(C)sc3n(Cc3cc(=O)n4cc(Cl)ccc4n3)c2=O)cc1	0.3%
O=C(CCC1N=C2c3ccccc3N=C(SCc3ccc(Cl)cc3)N2C1=O)NCCc1ccccc1 (centres undefined)	-10.6%
Cc1ccc(-c2cn3c(n2)sc2cc(C(=O)NCCCc4ccccc4)ccc23)c(C)c1	-0.7%
CCOC(=O)c1c(NC(=O)CCCOc2ccc(C)cc2)sc2c1CCC(C)C2 (centres undefined)	0.2%
Cc1ccc(-c2cc(C(F)(F)F)n3ncc(-c4ccccc4)c3n2)cc1	-0.3%
O=C(NCc1ccc2c(c1)CCN2C(=O)c1ccncc1)c1ccc(Cl)cc1	-0.6%
CC1(C)O[C@H]2[C@@H](O1)[C@@H](C(=O)Nc1ccc(F)c(F)c1)O[C@@H]1OC(C)(C)O[C@@H]12	-1.0%
CCOc1ccc(-n2c(C)nc3cc(C(=O)NC4CCCC4)ccc32)cc1	-12.2%
CCOc1ccc(-c2cn(-c3ccc(OC)cc3)c(SCC(=O)Nc3ccccc3Cl)n2)cc1	2.0%
Cc1ccccc1CNC(=O)C(=O)NCC(c1ccco1)S(=O)(=O)c1ccc(F)cc1 (centres undefined)	-6.2%
CC(C)(C)c1ccc(-c2nc(SCC(=O)Nc3ccccc3F)n3[nH]c(=O)cc3n2)cc1	-13.2%
COc1cc(OC)c(NC2=C(c3ccc(C(F)(F)F)cc3)C(=O)c3ccccc32)cc1Cl	-11.8%
O=C(CCn1c(=O)c2cccn2c2cccnc21)NCc1ccccc1Br	-1.1%
Cc1ccc(CNC(=O)CSc2c3c(nc4cc(Cl)ccc24)CCCC3)cc1	3.6%
CCCCOc1ccc(CNC(=O)Cn2ncn3c(cc4cc(F)ccc43)c2=O)cc1	-0.8%
COC(=O)c1sccc1S(=O)(=O)N(CC(=O)NCc1ccccc1)c1ccccc1	-6.2%
COc1ccc(CCNC(=O)c2ccc3c(c2)sc2nc(-c4ccc(C)cc4)cn23)cc1OC	-0.5%
CC(Sc1nc(-c2ccccc2)c(C#N)c(=O)[nH]1)C(=O)Nc1ccc(F)cc1 (centres undefined)	16.9µM*
COc1ccc(OCCCCn2c(C3CC(=O)N(c4cccc(Cl)c4)C3)nc3ccccc32)cc1 (centres undefined)	-0.7%
N#Cc1nc(COc2ccccc2Cl)oc1NCCc1ccccc1	-11.2%
COc1cccc2c1cc1c(=O)n(CC(=O)N3CCN(c4ccccc4F)CC3)nc(C)n12	2.8%

Continued.
SMILES	FLuc modulator
O=C1CC(c2nc3ccccc3n2CCCCOc2ccccc2)CN1c1ccccc1Cl (centres undefined)	0.0%
Cc1ccc(C(=O)Nc2cc3cc(Cl)ccc3oc2=O)cc1	?
CC(C)COc1ccc(C(=O)N2CCC(c3nc4ccccc4s3)CC2)cc1	?
COc1ccc(CNc2nc(SCc3ccccc3Cl)nc3ccccc23)cc1	3.9%
CCOC(=O)c1c(NC(=O)c2cc(-c3ccc(Cl)cc3)on2)sc(C)c1C	7.3%
CCC(CC)C(=O)Nc1ccc(S(=O)(=O)N2CCC(c3nc4ccccc4s3)CC2)cc1	-1.0%
COc1cc(OC)c(NC(=O)C2=C(C)C(=O)OC23CCCCCC3)cc1Cl	2.8%
COc1ccc(CCNS(=O)(=O)c2ccc3c(c2)c(=O)n(C)c(=O)n3C)cc1OC	-3.5%
O=C(Nc1cccc(OCc2cc(=O)n3ccccc3n2)c1)c1ccccc1Br	?
CSc1ccc(CCNC(=O)Cn2ncn3c(cc4ccccc43)c2=O)cc1	2.9%
CCc1ccc(N2CCn3c2nc2c3c(=O)n(CCCc3ccccc3)c(=O)n2C)cc1	-8.8%
CCCS(=O)(=O)c1nc(S(=O)(=O)c2ccc(C)cc2)c(NC)s1	4.7%
COC(=O)c1c(-c2cccs2)csc1NC(=O)COc1c(C)ccc(C)c1C	?
Cc1c(C(=O)N(Cc2ccc(N(C)C)cc2)CC2CCCO2)oc2ccc(Br)cc12 (centres undefined)	2.1%
CC(=O)N1CCc2cc(S(=O)(=O)NC(Cc3ccccc3)C(=O)Nc3cc(C)ccc3C)ccc21 (centres undefined)	-7.4%
CCOc1ccc(NC(=O)c2cc3nc(-c4ccc(OC)cc4)cc(C(F)(F)F)n3n2)cc1	1.7%
COc1cc2c(cc1NS(=O)(=O)c1cccc(C#N)c1)n(C)c(=O)n2C	-12.0%
CCN(CC)S(=O)(=O)c1ccc2c(c1)N(CC(=O)N1CCN(c3cccc(OC)c3)CC1)C(=O)CO2	6.1%
CC1CCN(CC2CCN(C(=O)NCc3ccccc3)CC2)CC1	0.7%
CCc1cc2c(cc3c(=O)n(CC(=O)NC4CCCCC4)nc(CC)n32)s1	-0.8%
Cn1c(=O)c(=O)n(C)c2cc(S(=O)(=O)Nc3ccc(Cl)c(C(F)(F)F)c3)ccc21	?
COc1ccc(CCNC(=O)CSC2=Nc3ccccc3C3=NC(CCC(=O)NCc4ccccc4)C(=O)N23)cc1OC (centres undefined)	-1.9%
CC(C)OCCCNC(=O)C(=O)Nc1ccc2nc3n(c(=O)c2c1)CCCCC3	4.9%
O=C(NCC(c1ccco1)S(=O)(=O)c1cccs1)c1c(F)cccc1F (centres undefined)	1.3%

Entries above that contain a furan ring, fused or not, in the order listed:
SMILES	FLuc modulator
CCc1cccc(C)c1NC(=O)c1cc2ccccc2o1	-5.3%
COc1cc(NC(=O)Cn2c(=O)n(C(C)C)c(=O)c3oc4ccccc4c32)cc(OC)c1	-2.4%
Cc1ccccc1CNC(=O)C(=O)NCC(c1ccco1)S(=O)(=O)c1ccc(F)cc1 (centres undefined)	-6.2%
Cc1c(C(=O)N(Cc2ccc(N(C)C)cc2)CC2CCCO2)oc2ccc(Br)cc12 (centres undefined)	2.1%
O=C(NCC(c1ccco1)S(=O)(=O)c1cccs1)c1c(F)cccc1F (centres undefined)	1.3%

Further entries
SMILES	FLuc modulator
CCCN(CCC)C(=O)CSc1nc2ccccc2c(=O)n1Cc1ccco1	1.3%
CCc1cc2c(cc3c(=O)n(CC(=O)NC4CCC(C)CC4)nc(CC)n32)s1 (centres undefined)	-0.9%
CCCN1CCN(C(=O)Cn2c(-c3cccs3)cc3ccccc32)CC1	-0.9%
COc1ccc(S(=O)(=O)N2CCC(c3ccncc3)CC2)cc1OC	-4.5%
CN(Cc1ccccc1)c1ncnc2c1nnn2C	-6.9%
Cc1cc(NC(=O)c2cc(-c3ccc(Cl)c(Cl)c3)on2)n(-c2ccccc2)n1	-4.9%
Cc1ccsc1CN(C(=O)c1oc2ccc(F)cc2c1C)C1CCS(=O)(=O)C1 (centres undefined)	-4.0%
CC1CCN(C(=O)CSc2c(C(C)C)cnc3c2c(=O)n(C)c(=O)n3C)CC1	-5.6%
CS(=O)(=O)c1ncc(Cl)c(C(=O)N(Cc2ccc(Cl)cc2)Cc2ccco2)n1	?
CCOC(=O)c1cnc2c(C)c(Cl)ccc2c1Nc1ccc(C)cc1C	0.0%
